Anthrax LF prot: anthrax lethal factor protease inhibition. multiplex microsphere protease cleavage assay, LF. inhibition, % at 10 µM. 360,000 compounds, 0.12% hits. AID 588501; also: plate controls were buffer without enzyme for full effect and enzyme alone for no effect
Target sequence (P15917 whole entry, looked up): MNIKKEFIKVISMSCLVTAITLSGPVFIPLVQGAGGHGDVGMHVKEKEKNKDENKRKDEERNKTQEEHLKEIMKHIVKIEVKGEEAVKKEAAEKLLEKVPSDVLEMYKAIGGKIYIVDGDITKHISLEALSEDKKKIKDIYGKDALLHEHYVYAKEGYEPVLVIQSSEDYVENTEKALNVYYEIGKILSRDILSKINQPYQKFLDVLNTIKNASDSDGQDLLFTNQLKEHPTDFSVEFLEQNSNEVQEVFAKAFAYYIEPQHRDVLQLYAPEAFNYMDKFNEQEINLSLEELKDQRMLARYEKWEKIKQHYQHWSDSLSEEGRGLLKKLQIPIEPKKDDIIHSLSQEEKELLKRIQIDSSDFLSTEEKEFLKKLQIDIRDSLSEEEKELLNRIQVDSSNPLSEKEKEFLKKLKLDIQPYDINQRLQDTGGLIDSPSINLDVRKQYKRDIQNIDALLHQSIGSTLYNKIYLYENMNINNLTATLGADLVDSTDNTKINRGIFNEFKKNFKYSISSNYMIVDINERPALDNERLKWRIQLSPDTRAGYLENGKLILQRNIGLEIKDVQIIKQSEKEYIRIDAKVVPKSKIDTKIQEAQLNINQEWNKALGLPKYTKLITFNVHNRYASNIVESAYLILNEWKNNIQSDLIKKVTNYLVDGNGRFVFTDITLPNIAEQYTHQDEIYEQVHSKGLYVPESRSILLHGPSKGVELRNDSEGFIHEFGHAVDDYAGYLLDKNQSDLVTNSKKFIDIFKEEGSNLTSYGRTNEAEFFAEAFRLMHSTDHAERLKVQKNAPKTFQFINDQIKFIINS
Rv3671c inh: inhibitors of M. tuberculosis serine protease Rv3671c; 320,000 compounds, 0.048% hits; inhibition, % at 5.96 µM; in the data active = inhibition above about 38%;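 also: extracellular domain of Rv3671c used as enzyme; 0% = enzyme with DMSO and 100% = no enzyme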
VHR inh abs: DUSP3 (human) phosphatase inhibition; P51452; recombinant VHR phosphatase, pNPP absorbance; inhibition, % at 13.3 µM; 290,000 compounds, 0.52% hits; in the data active = inhibition above about 50%; also: some compounds called inactive have numbers as strong as hits
BoNT A protease: inhibitors of Botulinum neurotoxin A light chain protease; multiplex microsphere protease substrate cleavage, flow cytometry; 360,000 compounds, 0.17% hits; inhibition, % at 10 µM; also: plate controls were buffer without enzyme for full effect and enzyme alone for no effect
BoNT F protease: inhibitors of Botulinum neurotoxin F light chain protease; inhibition, % at 10 µM; 360,000 compounds, 0.22% hits; AID 588497; Multiplex microsphere protease cleavage assay, flow cytometry; in the data active = inhibition above about 35%, passing the limit was not always enough; inconclusive = no clear call, values can overlap the other calls; also: plate controls were buffer without enzyme for full effect and enzyme alone for no effect
3CLpro inhibitor: SARS-CoV 3CLpro protease inhibition. P0C6X7. recombinant SARS-CoV 3CLpro, quenched FRET peptide cleavage. inhibition, % at 6 µM. 290,000 compounds, 0.14% hits; in the data active = inhibition above about 12%
CCHFV vOTU inh: blocks the CCHF virus ovarian tumor domain protease; CCHFV vOTU protease, Pep-AMC fluorescence; inhibition, % at 11.5 µM; 370,000 compounds, 0.55% hits; in the data active = inhibition above about 30%; also: 0% = vehicle wells with enzyme and 100% = no enzyme wells
PrPC surface inh: reduces human prion protein on the cell surface | P04156 | cell surface PrPC, TR-FRET read-out | inhibition, % at 13.8 µM | 370,000 compounds, 0.43% hits; in the data active = inhibition above about 24%; also: 0% = median of the test wells and 100% = reference compound wells
PriA SSB inh: K. pneumoniae PriA-SSBct interaction inhibition. AlphaScreen SSBct-PriA binding, biotinylated peptide. inhibition, % at 33 µM. 430,000 compounds, 0.6% hits. AID 1272365; in the data active = inhibition mostly above about 37%, no sharp cut-off; inactive = mostly below about 20%;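 also: plate controls were negative control peptide for no effect and reference peptide for full effect; strong numbers were not always called active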
MazF activator: MazEF (E. coli) toxin RNase activation | P0AE70 | 350,000 compounds, 0.32% hits | AID 504720 | activation, % at 20 µM | FAM/BHQ RNA-DNA oligo cleavage fluorescence, 5 h; in the data active = activation above about 50%
Target sequence (P0AE70 whole entry, looked up): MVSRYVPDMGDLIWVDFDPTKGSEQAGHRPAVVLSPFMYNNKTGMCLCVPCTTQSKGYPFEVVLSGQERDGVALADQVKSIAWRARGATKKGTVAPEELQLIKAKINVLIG
An asterisk follows results filed as active; ? = inconclusive; . = not tested or not shown; & = joins results of further samples. Rule as the data show it, unless noted: active = inhibition above about 30%; inconclusive = no clear call, values can overlap the other calls; inactive = below that.

SMILES	Anthrax LF prot	Rv3671c inh	VHR inh abs	BoNT A protease	BoNT F protease	3CLpro inhibitor	CCHFV vOTU inh	PrPC surface inh	PriA SSB inh	MazF activator
CCN(CC)S(=O)(=O)c1ccc(/C=C/C(=O)O)cc1	0	-1	15	0.1	5	4	3	3	-5	-4
Cc1ccc(C2(C)NC(=O)N(CC(=O)NCc3cccs3)C2=O)cc1 (configuration not stated)	0	-4	8	0.0	-2	0	5	8	-8	7
Cc1ccc(/C=C(\C#N)C(=O)NCCN2CCOCC2)cc1	-8	-5	12	-1.6	-3	0	4	-4	-11	0
CCOc1ccc(CCNC(=O)COC(=O)c2cccnc2OCC)cc1OCC	-2	4	-17	-0.6	0	-2	-10	-4	-1	1
COc1cc(OC)c2c(-c3cccc(-c4ccc(OC)c(F)c4)c3)cc(=O)oc2c1	-7	.	.	-0.3	-1	.	-10	8	-5	-3
COC(=O)CSc1nc(N)c2c3c(sc2n1)C(c1ccccc1)SC(c1ccccc1)C3 (configuration not stated)	7	-14	-7	30*	1	0	.	.	0	-11
CSc1nnc(C)c(=O)n1COC(=O)/C=C/c1ccccc1	-8	-6	6	-3.6	-15	-2	6	6	-3&-3	-1
O=C(CCCOc1ccccc1)Nc1ccc(S(=O)(=O)N2CCOCC2)cc1	5	-1	-10	-0.1	2	6	13	14	-17	5
COC(=O)C1=C(O)/C(=C/c2cccc(OC)c2O)N=C1C	-5	-9	9	0.3	-4	5	-3	-3	3	-1
Cc1ccc(C2Cc3cc(O)c(O)cc3CN2)cc1 (configuration not stated)	-6	2	.	0.8	-7	.	-11	4	6	1
O=C1CC(N2CCN(Cc3ccccc3)CC2)C(=O)N1c1ccccc1 (configuration not stated)	0	2	0	-0.5	0	-4	2	0	0	8
Cc1ccc(-c2csc3ncn(-n4c(C)ccc4C)c(=O)c23)o1	-5	-3	11	-1.0	-1	-5	-1	-3	-11	-4
CN(NC(=O)c1ccc(Cl)cc1Cl)C1=NS(=O)(=O)c2ccccc21	5	-4	6	0.8	6	1	1	0	-3	3
COc1ccc(Cl)cc1N1Cc2ccccc2C1	0	2	6	1.3	-25	-1	19	-6	-3	-23
COc1cccc(-c2cc(C(=O)Nc3cc(C)n(Cc4ccc(Cl)cc4)n3)no2)c1	-1	-22	-2	-0.2	-5	7	-4	-6	-19	51*
C/C(CC(=O)Nc1ccc(N(C)C)cc1)=N\NC(=O)C(=O)NCc1ccccc1	2	3	20	-0.6	2	0	19	-6	.	2
COc1ccccc1-c1nc(C#N)c(N2CC(C)CC(C)C2)o1 (configuration not stated)	-5	1	18	-1.0	-3	3	-14	1	-2	-2
Cc1[nH]c(C)c(S(=O)(=O)Nc2ccc(OC(F)(F)F)cc2)c1C(=O)N1CCCCC1	1	5	39	-1.3	3	4	9	1	9	7
Cc1cccn2c(=O)c3cc(C(=O)NCc4ccc(F)cc4)c(=N)n(CC4CCCO4)c3nc12 (configuration not stated)	-1	-10	56*	4.0	7	-5	-238	-35	5	12
O=c1cc(-c2ccsc2)oc2ccccc12	0	1	.	-0.7	-5	.	-7	7	0	0
COc1cccc2cc(C(C)OC(=O)Nc3ccc(C)cc3)oc12 (configuration not stated)	-5	-15	23	-0.8	-1	4	19	2	36	-8
COC(=O)C1=C(c2ccc(C(C)=O)cc2)C[C@@H]2CC[C@H]1N2C(=O)N1CCC(O)CC1	-6	4	.	-0.6	0	.	0	-4	-23	4
O=C(OCc1ccccc1)N1CCC2CC1c1c2cccc1N1CCOCC1 (configuration not stated)	-10	.	.	-0.7	-8	.	22	-5	.	.
CCn1c(SC)nnc1-c1nnc(SC)n1CC	5	8	10	0.1	-4	-2	9	-1	-1	3
CCCCn1c(SCC(=O)Nc2cccc(C)n2)nnc1-c1ccco1	0	0	23	-0.1	5	-1	-1	10	-11	4

Nothing new here: entries from further up.
SMILES	Anthrax LF prot	Rv3671c inh	VHR inh abs	BoNT A protease	BoNT F protease	3CLpro inhibitor	CCHFV vOTU inh	PrPC surface inh	PriA SSB inh	MazF activator
CCOc1ccc(CCNC(=O)COC(=O)c2cccnc2OCC)cc1OCC	-2	4	-17	-0.6	0	-2	-10	-4	-1	1
COc1cc(OC)c2c(-c3cccc(-c4ccc(OC)c(F)c4)c3)cc(=O)oc2c1	-7	.	.	-0.3	-1	.	-10	8	-5	-3
COC(=O)CSc1nc(N)c2c3c(sc2n1)C(c1ccccc1)SC(c1ccccc1)C3 (configuration not stated)	7	-14	-7	30*	1	0	.	.	0	-11
CSc1nnc(C)c(=O)n1COC(=O)/C=C/c1ccccc1	-8	-6	6	-3.6	-15	-2	6	6	-3&-3	-1
O=C(CCCOc1ccccc1)Nc1ccc(S(=O)(=O)N2CCOCC2)cc1	5	-1	-10	-0.1	2	6	13	14	-17	5
COC(=O)C1=C(O)/C(=C/c2cccc(OC)c2O)N=C1C	-5	-9	9	0.3	-4	5	-3	-3	3	-1
Cc1ccc(C2Cc3cc(O)c(O)cc3CN2)cc1 (configuration not stated)	-6	2	.	0.8	-7	.	-11	4	6	1
O=C1CC(N2CCN(Cc3ccccc3)CC2)C(=O)N1c1ccccc1 (configuration not stated)	0	2	0	-0.5	0	-4	2	0	0	8
Cc1ccc(-c2csc3ncn(-n4c(C)ccc4C)c(=O)c23)o1	-5	-3	11	-1.0	-1	-5	-1	-3	-11	-4
CN(NC(=O)c1ccc(Cl)cc1Cl)C1=NS(=O)(=O)c2ccccc21	5	-4	6	0.8	6	1	1	0	-3	3
COc1ccc(Cl)cc1N1Cc2ccccc2C1	0	2	6	1.3	-25	-1	19	-6	-3	-23
COc1cccc(-c2cc(C(=O)Nc3cc(C)n(Cc4ccc(Cl)cc4)n3)no2)c1	-1	-22	-2	-0.2	-5	7	-4	-6	-19	51*

The results go on.
SMILES	Anthrax LF prot	Rv3671c inh	VHR inh abs	BoNT A protease	BoNT F protease	3CLpro inhibitor	CCHFV vOTU inh	PrPC surface inh	PriA SSB inh	MazF activator
Cc1sc2c(=O)n3c(nc2c1C(=O)NCCCN1CCOCC1)CCCCC3	-4	-6	19	-0.2	-9	-8	-2	-5	-27	8
Cc1cccc2cc(C#N)c(N3CCCC3)nc12	4	-1	19	5.6	4	9	-39	0	-10	-3
CSc1nnc(-c2ccccc2)n1N	-8	.	12	0.3	-2	4	-5	-6	-2	2
Cc1cccc(NNC(=S)Nc2ccccc2)c1	-13	.	.	-0.2	-2	.	-11	-2	.	9
CCCCc1ccc(NC(=S)N2CCCC(CO)C2)cc1 (configuration not stated)	1	-4	12	0.2	-2	1	1	5	-15	-3
CCc1nc2ccc(C(=O)N3CCN(C(=O)c4ccco4)CC3)cn2c1N(CCC(C)C)CCN(C)C	-1	.	.	0.1	-3	.	6	-11	.	.
COc1cc(NC(=O)CN2C(=O)NC(C)(CCC(C)C)C2=O)cc(OC)c1 (configuration not stated)	-2	-3	28	-0.6	-5	-1	9	2	1	4
CC(=NCc1ccco1)c1c(O)n(Cc2ccccc2)c(=O)[nH]c1=O	4	-17	17	1.1	2	7	14	13	2	0
CC(C)C[C@H]1CN(CCCC[C@H]2CNC(=O)C(=O)N2CCc2ccc(O)cc2)C(=O)C(=O)N1Cc1ccccc1	4	.	.	0.9	7	.	17	0	.	.
O=C(O)c1ccccc1C(=O)Nc1ccc(Oc2cccc3ccccc23)cc1	-2	.	1	-0.3	-7	1	12	1	5	-11
CC(Oc1ccccc1)C(=O)N1CCN(c2ccc(N3CCCCC3)nn2)CC1 (configuration not stated)	-4	-14	.	2.7	10	.	-11	-3	-1&-3	9
CNC(=O)Nc1ccccc1C(=O)Nc1ccccc1	2	-5	4	-1.7	-19	4	0	7	-3	3
O=C(Nc1ccc(Nc2ccccc2)cc1)c1ccc(Br)cc1	-8	4	-12	3.4	?	-4	-6	3	3	8
Cn1nnnc1SCC(=O)Nc1nc(-c2ccc(F)c(F)c2)cs1	-1	0	-14	-1.3	3	5	-6	0	-18	-4
O=c1c2ccccc2[nH]c(=S)n1CCC1=CCCCC1	0	-24	-5	-0.1	-4	1	-6	-5	-17	1
CC(C)C[C@@H]1NC(=O)[C@H](C(C)C)NC(=O)c2cc([N+](=O)[O-])cc(I)c2OCC[C@@H](C(N)=O)NC1=O	-3	-4	0	-0.4	0	3	.	.	-1	-8
Cn1c(-c2ccccc2)cc2onc(-c3ccccc3)c2c1=O	1	-4	.	-0.4	-9	.	5	6	-8	-13
COc1cc(/C=N/NC(=O)c2cccc(C)c2)ccc1OCC(=O)Nc1ccccc1	.	-10	.	.	.	.	1	2	.	-2
COc1cc(C2/C(=C(\O)c3ccc4c(c3)OCCO4)C(=O)C(=O)N2CCN2CCOCC2)cc(OC)c1OC (configuration not stated)	0	.	40	0.7	2	2	-1	-7	.	1
CC(=O)c1ccc(NC(=O)NC2CCCc3ccccc32)cc1 (configuration not stated)	1	-4	2	2.9	2	-1	9	3	-16	2
Cc1ncc([N+](=O)[O-])n1CC(=O)Nc1ccc(Br)cc1	14	-11	31	1.0	-3	-1	-13	-8	9	-5
CC1(C)CC(=O)C=C(Nc2ccc3c(c2)OCCO3)C1	5	9	2	0.9	10	1	-1	5	-5	-3
O=C(COc1ccccc1Br)Nc1ccc(S(=O)(=O)N2CCCC2)cc1	-4	-27	.	-0.2	-2	.	3	2	6	5
Cc1cc2nc3c(nc2cc1C)C1(C(=O)N(C)C)CCC3(C)C1(C)C (configuration not stated)	-5	0	29	-0.4	-6	-5	6	2	-6	3
COc1cccc(/C=C2\SC(=O)N(CCC(=O)N3CCCCC3CCO)C2=O)c1 (configuration not stated)	-6	-8	-2	-1.3	-9	3	15	-6	-7	2

New compounds follow
SMILES	Anthrax LF prot	Rv3671c inh	VHR inh abs	BoNT A protease	BoNT F protease	3CLpro inhibitor	CCHFV vOTU inh	PrPC surface inh	PriA SSB inh	MazF activator
Cc1ccc2c(-c3ccc([N+](=O)[O-])cc3)cc(=O)[nH]c2c1	0	3	17	-0.5	-1	2	-5	-9	2	-10
CC(NC(=O)COC(=O)CC(c1ccccc1)c1ccccc1)c1ccccc1 (configuration not stated)	-1	-5	-8	-0.4	-5	-1	-2	-5	-21	7
CC(C(=O)O)c1ccc(-c2ccccc2)c(F)c1 (configuration not stated)	2&3	-2&1	-3	0.4&1.3	-5&1	3	0&2	4&-8	-13&-3	0&-1
Cc1cccc(N=C2NN=C(c3ccc4c(c3)OCCO4)CS2)c1	-4	-3	26	-1.9	-32	-2	-9	9	27	5
COc1ccccc1CNC(=O)CN1NS(=O)(=O)c2ccccc2C1=O	-4	-7	.	-0.5	-4	.	3	-2	-5	7
Cc1cccc(Nc2nnc(SCC(=O)NCc3cccs3)s2)c1	-4	-9	21	-0.7	-3	1	-10	-1	-10	-1

Compound activity as filed in PubChem.

Not all compounds are listed. The share of hits here may be higher or lower than overall.
